Compound activity from PubChem BioAssay.
GPR55 beta-arrestin – GPR55 agonists via beta-arrestin recruitment, primary screen, imaging, U2OS cells, beta-arrestin-GFP redistribution (AID 1961); actives 0.048% (n = 290,000); U2OS GPR55 beta-arrestin-GFP redistribution imaging; higher % means a stronger effect; activation, % at 10 µM; hits with a dose series show EC50 in µM;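 active means activation above 40% with more than 50 cells counted in the well; inconclusive means wells holding fewer than 50 cells, flagged as toxic or sparse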;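 further: U2OS osteosarcoma cells stably expressing GPR55 and beta-arrestin-GFP; plate controls were DMSO negative control for no effect and LPI positive control for full effect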
Large T inhibition – SV40 large T antigen inhibitors, biochemical (AID 1903); SV40 large T antigen ATPase/helicase inhibition assay; higher % means a stronger effect; actives 0.39% (n = 310,000); inhibition, % at 20 µM; hits with a dose series show IC50 in µM; in the data active means a potency from the dose series; inconclusive means inhibition mostly from about 32% at the one dose, without a potency; inactive means the rest, 99 in 100 with inhibition below about 32%; further: strong numbers were not always called active
NTR1 ag – agonists of NTR1, primary screen, imaging, U2OS cells, beta-arrestin-GFP, high content (AID 493036); Neurotensin receptor type 1 (Homo sapiens), P30989; NTR1-U2OS beta-arrestin-GFP spot imaging, agonist mode; activation, % at 20 µM; actives 0.17% (n = 330,000);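 active means activation at or above 40% of the spot to cytoplasm intensity ratio, with at least 20 cells analyzed; inconclusive means wells under 20 cells, flagged as cytotoxic or low count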;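 further: 0% = DMSO without peptide and 100% = 100 nM NTR1 peptide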
Target sequence (P30989 whole entry, looked up): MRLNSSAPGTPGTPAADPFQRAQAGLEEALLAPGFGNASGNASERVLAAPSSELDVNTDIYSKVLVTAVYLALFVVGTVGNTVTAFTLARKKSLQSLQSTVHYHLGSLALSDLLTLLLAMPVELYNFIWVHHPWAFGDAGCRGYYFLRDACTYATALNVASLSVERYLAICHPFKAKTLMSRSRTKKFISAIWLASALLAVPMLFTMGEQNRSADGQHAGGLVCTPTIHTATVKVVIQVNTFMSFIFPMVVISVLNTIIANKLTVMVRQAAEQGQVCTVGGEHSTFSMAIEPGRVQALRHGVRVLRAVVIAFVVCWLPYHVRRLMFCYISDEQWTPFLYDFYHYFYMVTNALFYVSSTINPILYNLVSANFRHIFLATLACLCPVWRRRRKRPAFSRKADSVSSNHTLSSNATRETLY
GPR55 LPI antagonism – GPR55 antagonists blocking LPI-driven arrestin recruitment, primary screen, imaging, U2OS, beta-arrestin-GFP, LPI agonist (AID 2013). G-protein coupled receptor 55 (Homo sapiens). U2OS GPR55 beta-arrestin-GFP translocation imaging, LPI antagonism; higher % means a stronger effect. inhibition, % at 10 µM; hits with a dose series show IC50 in µM. actives 0.13% (n = 290,000);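 active means spots per cell inhibited over 60%, with over 100 cells counted and total cytoplasm intensity under 500,000; inconclusive means wells with under 100 cells, flagged as likely toxic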;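 further: U2OS cells stably carrying GPR55 and arrestin-GFP stimulated by 5 µM LPI near EC80; imaged beta-arrestin-GFP aggregate spots per cell after agonist stimulation; plate controls were LPI-stimulated DMSO wells for no effect and DMSO wells without LPI for full effect; some results filed as inactive read as strong as hits; confirmed hits need IC50 under 10 µM and bright autofluorescent wells are also inconclusive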
Yfh1-off respiration – enhancers of respiration in Yfh1-depleted yeast, dose response, Friedreich's ataxia, plus single-dose screen (AID 1465); S. cerevisiae Yfh1-off respiration, WST-1 reduction, 72 h; higher fold induction means a stronger effect; fold induction at 50 µM; hits with a dose series show EC50 in µM; actives 0.074% (n = 220,000);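 active means fold induction of absorbance versus untreated yeast above a set limit, then at least 30% activation at any dose in follow-up; inconclusive means repeats straddling the limit, or above it without dose testing; inactive means fold induction below the set limit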;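 further: activators that raise dye reduction in frataxin-depleted yeast; strong numbers were not always called active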
AID2073 – inhibitors of Mint1-CaV2.2 protein interaction, biochemical, HTRF (AID 2073) | Voltage-dependent N-type calcium channel subunit alpha-1B (Homo sapiens) | HTRF protein-protein interaction, Mint1-CaV2.2; higher % means a stronger effect | one-dose inhibition, % at 20 µM; IC50 in µM for titrated hits | actives 0.19% (n = 290,000); in the data active means inhibition mostly above about 51%, no sharp cut-off; inconclusive means no clear call, values can overlap the other calls; inactive means mostly below about 53%; further: some results filed as inactive read as strong as hits
Rac1 GTP hydrolysis – MgcRacGAP GTPase-activating activity inhibitors, confirmation, biochemical, ADP Hunter fluorescence; one-dose inhibition, % at 30 µM; IC50 in µM for titrated hits; Rac GTPase-activating protein 1 (Homo sapiens); MgcRacGAP-stimulated Rac1 GTP hydrolysis, ADP Hunter fluorescence; higher % means a stronger effect; GST-tagged Rac1 F28L mutant substrate; AID 624330, 2012; actives 0.6% (n = 340,000);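 active means first-screen hits whose inhibition reached a set limit at any dose in the follow-up dose series; inconclusive means inhibition above the set first-screen limit but never retested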;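 further: fluorescence reports GDP produced by GAP-driven GTP hydrolysis; strong numbers were not always called active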
GPR35 antagonists – GPR35 antagonists blocking zaprinast-driven arrestin recruitment, primary screen, imaging, U2OS, beta-arrestin-GFP, zaprinast agonist (AID 2058). G-protein coupled receptor 35 (Homo sapiens). U2OS GPR35 beta-arrestin-GFP translocation imaging, zaprinast antagonism; higher % means a stronger effect. one-dose inhibition, % at 10 µM; IC50 in µM for titrated hits. actives 0.052% (n = 290,000);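 active means inhibition of at least 50% with at least 30 cells and total cytoplasm GFP at most 10,000,000; inconclusive means under 30 cells or total GFP of 10,000,000 plus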
NS5 inhibitors – Dengue-2 NS5 methyltransferase inhibitors, primary screen, biochemical, confirmation dose response (AID 588689) | Genome polyprotein (Dengue virus type 2 (strain 16681-PDK53)) | Dengue-2 NS5 methyltransferase capping enzyme assay, biochemical; higher % means a stronger effect | one-dose inhibition, % at 25 µM; IC50 in µM for titrated hits | actives 0.3% (n = 340,000); in the data active means a potency from the dose series; inconclusive means inhibition above about 29% without an active follow-up result
NTR1 ag cell count 20 µM – further read-out of NTR1 ag, marked with its call; cell count; measured here: cell count, cytotoxicity flag
NS5 inhibitors pilot replicate – recorded beside NS5 inhibitors, whose call it bears; inhibition, %; measured here: pilot screen replicate inhibition
Active calls of the source: *; i = inactive; ? = inconclusive; / = not tested or not shown.

SMILES | GPR55 beta-arrestin | Large T inhibition | NTR1 ag | NTR1 ag cell count 20 µM | GPR55 LPI antagonism | Yfh1-off respiration | AID2073 | Rac1 GTP hydrolysis | GPR35 antagonists | NS5 inhibitors | others
CCN(CC)S(=O)(=O)c1ccc(C(=O)N2CCN(c3ncccn3)CC2)cc1 | -0.1% | 2% | 0.6 | 59 | 11% | / | 5% | 6% | -7% | -4%
COc1ccc(C(C)=O)cc1CSc1nc(C)cc(C)n1 | -0.2% | 10% | 6.2 | 45 | 11% | i | -10% | 6% | 18% | -3%
O=C(CSc1n[nH]c(-c2ccccc2)n1)Nc1ccc(N2CCOCC2)cc1 | -0.2% | 8% | -0.2 | 66 | -3% | i | -6% | 9% | -14% | -7%
CCC(=O)N(Cc1cc(=O)[nH]c2ccccc12)c1ccccc1 | -0.1% | 8% | -0.6 | 66 | 4% | i | 2% | 17% | -2% | 3%
CCC(CC)C(=O)Nc1ccc(-c2cn3cccnc3n2)cc1 | 0.0% | 10% | -0.6 | 84 | 14% | / | ? | 4% | -5% | -4%
O=C(COc1ncnc2c(Cl)cc(Cl)cc12)N1CCN(S(=O)(=O)c2ccccc2)CC1 | 0.0% | 3% | -0.2 | 60 | -4% | i | -1% | 3% | 7% | -4%
Fc1ccccc1COc1ccccc1/C=N/Nc1nc(N2CCCC2)nc(N2CCCC2)n1 | -0.1% | 11% | 6.1 | 78 | -5% | i | 4% | 9% | -3% | -2%
CCC1(CC)N=C(c2ccccc2)C(=S)N1 | -0.3% | 12% | 0.8 | 57 | 12% | i | -2% | 16% | -3% | -1%
CC(NC(=O)C1CCC(CNS(=O)(=O)c2ccccc2)CC1)c1ccc2c(c1)OCCO2 (stereo unspecified) | 1.1% | 7% | 3.9 | 38 | 4% | i | -4% | / | 0% | /
O=C(NCC(=O)N1CCN(c2ccccc2F)CC1)c1ccc(Br)o1 | / | 27% | -1.3 | 51 | / | / | / | 3% | / | -8%
COc1ccc(C(=O)NNC(=O)CSc2nnc(C)n2CC2CCCO2)cc1 (stereo unspecified) | 0.1% | 2% | -0.5 | 40 | 10% | i | 1% | 6% | 12% | -2%
COc1ccc(S(=O)(=O)CCc2nnc(NC(C)=O)s2)cc1 | 0.8% | 18% | -1.9 | 91 | 8% | i | -1% | 14% | 3% | -6%
CCOc1ccc(OCC(=O)Nc2ccccc2N2CCCC2)cc1 | / | 7% | 2.5 | 57 | / | / | / | 11% | / | -5%
CCN1C(=O)c2ccccc2S(=O)(=O)c2ccc(C(=O)NCC(OC)OC)cc21 | -0.1% | 8% | -1.4 | 82 | -4% | / | 9% | 1% | -3% | -5%
C[C@H](NC(=O)c1ccco1)C(=O)Nc1ccc(C#N)cc1 | -0.2% | 20% | 0.0 | 69 | 1% | / | 12% | 4% | 6% | -7%
CCOC(=O)CC1C(=O)NCCN1S(=O)(=O)c1ccc(NC(C)=O)cc1 (stereo unspecified) | -0.1% | 28% | 1.7 | 74 | 10% | / | 6% | 7% | -6% | 3%
CSCCC(NS(=O)(=O)c1ccccc1F)C(=O)N1CCCCCC1 (stereo unspecified) | -0.2% | -17% | 1.1 | 84 | 6% | / | -3% | 1% | 10% | -8%
O=C(NCC(=O)N1CCN(S(=O)(=O)c2ccccc2F)CC1)c1ccc2ccccc2c1 | / | 15% | 0.8 | 65 | / | / | / | -1% | / | 5%
FC(F)(F)c1nnc2c(Sc3ccccc3)nc3ccc(Cl)cc3n12 | 0.5% | 4% | 10 | 65 | -11% | i | 9% | 12% | -5% | -7% | NS5 inhibitors pilot replicate=2.1
COc1ccc(C(=O)Oc2ccc[nH]c2=O)cc1 | 0.0% | -3% | -1.1 | 91 | 5% | i | 3% | -1% | 5% | -6%
CSc1ccccc1NC(=O)CN(C)CC(=O)Nc1c(F)cccc1F | 0.4% | 12% | -0.8 | 53 | 6% | i | 5% | 8% | 6% | -4%
COc1ccc(CC(=O)N(CCC2=CCCCC2)c2c(N)n(Cc3ccccc3)c(=O)[nH]c2=O)cc1OC | / | 7% | -0.1 | 41 | / | / | / | -3% | / | -4%
COCC(C)NC(=O)c1cc(S(=O)(=O)N2CCCCC2)ccc1N1CCOCC1 (stereo unspecified) | 0.3% | -1% | -1.1 | 79 | -19% | / | 6% | 3% | -15% | -6%
CCOc1ccc(/C=N/NC(=O)CNC(=O)c2ccc(S(=O)(=O)N3CCOCC3)cc2)cc1 | -0.1% | -1% | -0.3 | 77 | 2% | i | 1% | 7% | -17% | 0%
CCOC(=O)c1c(C)c(-c2ccccc2)n(CC(=O)N2CCCC2)c1C | -0.1% | 2% | -1.0 | 44 | -11% | i | -3% | 8% | 9% | 3%
Cc1nnc(NC(=O)c2cccc(F)c2)s1 | -2.3% | 6% | 1.0 | 35 | 6% | / | -2% | 9% | 10% | 26%
O=C(O)c1ccccc1CSc1ncn[nH]1 | -0.1% | 10% | 0.0 | 53 | -6% | i | 5% | -2% | -1% | 2%
N/C(=N\OC(=O)c1cccc2ccccc12)c1ccncc1 | -0.1% | 15% | 2.1 | 39 | 0% | i | 2% | 2% | -6% | 1%
CC(C)/C=C1\CCCCC1N(C)C(=O)NC(C)C (stereo unspecified) | -0.2% | 5% | -1.5 | 45 | -10% | i | 5% | 9% | -15% | -5%
COc1ccc2oc(C(=O)OCC(=O)N3CCN(c4ccccc4)CC3)c(C)c2c1 | / | 30% | 1.0 | 55 | / | / | / | 7% | / | 0%
CCOC(=O)c1ccc(NC(=O)CNC(=O)c2ccco2)cc1 | -0.1% | 9% | -0.5 | 63 | 12% | / | 9% | 12% | 1% | -3% | NS5 inhibitors pilot replicate=-2.1
COc1cccc(Cn2c(C3CC3)nc3ccc(NC(=O)c4ccco4)cc3c2=O)c1 | 0.3% | 1% | / | / | 34% | i | 4% | / | 13% | /
CCC1Sc2ccc(S(=O)(=O)Nc3cc(OC)cc(OC)c3)cc2NC1=O (stereo unspecified) | -0.4% | 11% | 4.2 | 62 | 8% | / | 14% | 3% | 5% | -7%
Nc1c(-c2ccc(Cl)cc2)cnn1C1CCS(=O)(=O)C1 (stereo unspecified) | 0.0% | 5% | -1.5 | 45 | -4% | i | 45% | 19% | 9% | 1%
COc1nc(NS(=O)(=O)c2ccc(C)cc2)nc(C)c1Cl | 0.2% | -1% | 1.3 | 60 | 7% | i | -4% | 10% | 13% | -6%
CN(C(=O)CC1C(=O)NCCN1Cc1cccc(C(F)(F)F)c1)C1CCOCC1 (stereo unspecified) | 0.0% | 2% | 1.9 | 52 | -24% | / | 6% | 5% | -4% | 3%
O=C(C(=O)N1CCN(c2cccc(Cl)c2)CC1)c1c[nH]c2ccccc12 | 0.9% | 7% | 4.6 | 89 | 4% | i | -1% | -16% | -10% | 3%
COc1ccc2c(c1OC)C(=O)OC2Nc1ccccn1 (stereo unspecified) | -0.1% | 0% | 1.3 | 44 | -8% | i | 2% | 10% | 3% | 1%
CCOC(=O)CSc1ccccn1 | -0.1% | 1% | 0.0 | 88 | 8% | i | -2% | 4% | -3% | -5%
Cc1csc(=O)n1CC(=O)OCc1cccc2ccccc12 | -0.5% | 24% | -1.8 | 98 | -5% | i | 6% | 6% | -7% | -1%
CN(C(=O)COC(=O)c1ccc(=O)n(Cc2ccccc2)n1)c1ccccc1 | -0.2% | 11% | -0.5 | 28 | -2% | i | 3% | -14% | -3% | -3%
CCOc1cccc2cc(C(=O)N3CCOCC3)c(=O)oc12 | 0.2% | 9% | 3.6 | 68 | 16% | / | 12% | 5% | -7% | -3%
CCN(CC)c1nc(N)nc(NS(=O)(=O)c2ccc(Cl)cc2)n1 | 0.4% | 11% | 1.9 | 74 | 13% | i | 0% | 4% | 14% | -3%
CC(C)c1ccc(NC(=O)CCN2C(=O)[C@@H]3Cc4ccccc4CN3C2=O)cc1 | -0.1% | 10% | 0.2 | 49 | -1% | / | 9% | -5% | -5% | -5%
COc1ccccc1CNC(=O)c1ccc(N(C)S(=O)(=O)c2ccc(C)cc2)cc1 | 0.0% | -4% | 2.1 | 61 | 18% | / | 35% | 9% | -9% | -7%
CN1C(=O)SC(Nc2cccc3ccccc23)C1=O (stereo unspecified) | 0.3% | 35% | 0.0 | 51 | 22% | i | 40% | 15% | 0% | -8%
O=[N+]([O-])c1ccccc1S(=O)(=O)Nc1ncccn1 | 0.0% | 8% | 0.2 | 55 | 11% | / | 22% | 4% | 9% | 1%
Cc1ccc(-n2nc(C)c3c(-c4cccs4)c(C#N)c(N)nc32)cc1 | -1.0% | 10% | 13 | 78 | 3% | i | ? | 2% | 18% | 1%
O=c1ccc(C(F)(F)F)cn1Cc1cc(=O)n2ccsc2n1 | -0.4% | -8% | -0.6 | 61 | 8% | i | 11% | 6% | -1% | 1%
CCc1ccc(C(c2c(C)nn(-c3ccccc3)c2N)c2c(C)nn(-c3ccccc3)c2N)cc1 | 0.3% | 1% | 2.0 | 66 | 6% | i | -5% | 5% | 8% | 4%
CC(=O)Oc1ccc(C)cc1-n1nc2ccccc2n1 | 0.1% | 10% | 0.2 | 71 | 8% | i | -3% | 5% | 15% | 1%
CC(C)CNC(=O)COC(=O)CNC(=O)c1cc(Cl)cc([N+](=O)[O-])c1 | 0.1% | 6% | 2.1 | 42 | -14% | i | 6% | 7% | 5% | -1%
CCOC(=O)c1c(-c2ccccc2)oc2ccc(OCC(=O)NN)cc12 | -0.2% | 20% | 0.9 | 65 | 5% | / | 22% | -8% | 3% | -3%
